KLK7 zymogen act = activates the human kallikrein-7 zymogen | AID 652039 | 370,000 compounds, 0.9% hits | P49862 | activation, % at 7 µM | purified proKLK7, EDANS-DABCYL substrate fluorescence; 100% is mature enzyme control, 0% vehicle;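 active means activation above the mean of all tested compounds plus 3 SD, computed per campaign excluding outliers beyond control limits, cut at about 13% in these data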
Target sequence (P49862 whole entry, looked up): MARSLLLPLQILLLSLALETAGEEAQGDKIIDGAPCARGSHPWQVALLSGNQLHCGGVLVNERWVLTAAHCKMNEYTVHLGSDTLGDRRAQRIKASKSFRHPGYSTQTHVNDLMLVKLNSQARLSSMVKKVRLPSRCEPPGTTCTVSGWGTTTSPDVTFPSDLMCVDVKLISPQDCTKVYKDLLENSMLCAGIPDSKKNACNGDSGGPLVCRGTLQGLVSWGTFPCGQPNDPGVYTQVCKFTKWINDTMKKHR
DDE Tn7 FP inh = DD(E)-Tn7 binding inhibition, primary FP screen; P02675; FP displacement of FITC-Tn7 peptide from fibrin DD(E); 0% = median of compound wells per plate; inhibition, % at 8.3 µM; 370,000 compounds, 0.13% hits;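 active means inhibition above the mean of compounds falling within the control limits plus 3 SD of them, cut at about 14% in these data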;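 further: 0% = plate median of compound wells and 100% = 10 µM Aha-Tn7 peptide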
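Assay system: Fibrin-DD(E) protein isolated from polymerized human fibrin clots; read-out basis: percent inhibition; medium: Tris/NaCl/CaCl2 buffer, pH 7.8; signal: FP measurement; incubation: 10 min plus 3 h, room temperature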
ASAP1 inh = blocks human ASAP1-stimulated Arf1 GTP hydrolysis; Q9ULH1; GDP FP detection; inhibition, % at 16.5 µM; 360,000 compounds, 0.19% hits; in the data active means inhibition above about 25%;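 further: 0% = vehicle with enzyme and substrate and 100% = no enzyme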
Target sequence (Q9ULH1 325-724 limits assumed): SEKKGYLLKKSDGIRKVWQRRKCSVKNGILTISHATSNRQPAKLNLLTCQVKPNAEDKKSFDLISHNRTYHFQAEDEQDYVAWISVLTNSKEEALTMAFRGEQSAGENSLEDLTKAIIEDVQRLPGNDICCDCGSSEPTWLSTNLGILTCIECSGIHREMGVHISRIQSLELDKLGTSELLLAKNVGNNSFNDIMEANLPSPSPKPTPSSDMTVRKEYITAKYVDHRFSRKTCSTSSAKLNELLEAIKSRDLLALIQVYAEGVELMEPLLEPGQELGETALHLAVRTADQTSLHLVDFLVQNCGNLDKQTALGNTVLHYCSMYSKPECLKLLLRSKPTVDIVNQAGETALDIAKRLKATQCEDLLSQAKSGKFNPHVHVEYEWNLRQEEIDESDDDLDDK
Tn6 DDE FP = disrupts Tn6 cyclic peptide binding to fibrin D-Dimer-E complex | P02675 | Fibrin DD(E) TRITC-Tn6 fluorescence polarization displacement | inhibition, % at 8.3 µM | 370,000 compounds, 0.21% hits | AID 720509;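 active means inhibition above a per-campaign cutoff: mean of compounds within control limits plus 3 SD, cut at about 15% in these data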;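 further: 0% = median of all compound wells on the plate and 100% = blocking peptide control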
ADAM10 inh = ADAM10 inhibition, QFRET primary screen; AID 720582; 370,000 compounds, 0.62% hits; O14672; recombinant ADAM10, EDANS/DABCYL FRET peptide cleavage, 3 h; inhibition, % at 7 µM;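 active means inhibition above a per-campaign cutoff equal to the mean of compounds falling between control-based bounds plus 3 SD, cut at about 20% in these data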;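 further: 0% = DMSO wells while the 100% control is not disclosed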
TDP2 inh = blocks human TDP2 phosphodiesterase activity; inhibition, % at 12.8 µM; recombinant TDP2, T5PNP hydrolysis, p-nitrophenol absorbance 415 nm; O95551; AID 720702; 370,000 compounds, 0.34% hits;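 active means inhibition above the mean of all tested compounds plus 3 SD, set per campaign, cut at about 25% in these data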;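 further: 0% = DMSO with enzyme and 100% = buffer with substrate but no TDP2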
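test system = human TDP2 enzyme | input = TDP2 enzyme at 120 nM final | medium = 50 mM Tris-HCl pH 7.5 with Mg2+, KCl, DTT, BSA | also added = T5PNP substrate, 5 mM | times = 2 h at 37 °C | technique = epi absorbance | benchmarks = high control without enzyme, low control DMSO plus TDP2 | replication = each compound tested once, singlicate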
LEDGF integ inh = blocks HIV-1 LEDGF/p75-dependent DNA integration; inhibition, % at 3.7 µM; TR-FRET IN-LEDGF/p75 DNA integration, Eu/Cy5; 370,000 compounds, 0.64% hits;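 active means inhibition above the screen-wide mean plus 3 SD, cut at about 13% in these data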;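 further: signal is the Cy5 over europium emission ratio at 671 and 618 nm; 0% = plate median of compound wells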
ADAM17 inh = inhibitors of human ADAM17 | P78536 | recombinant ADAM17, EDANS/DABCYL FRET peptide cleavage | inhibition, % at 6.95 µM | 370,000 compounds, 0.83% hits;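 active means inhibition above the mean of compounds lying between control limits plus 3 SD, set per campaign, cut at about 8.5% in these data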;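 further: 0% = DMSO-only wells as the low control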
ARFGAP1 inhibitor = rat ARFGAP1 inhibition; Q62848; inhibition, % at 16.5 µM; 360,000 compounds, 0.26% hits; AID 651572; Arfgap1-stimulated ARF1 GTP hydrolysis, GDP FP detection;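 active means inhibition above a per-plate limit, mean inhibition of low control wells plus 3 SD, cut at about 25% in these data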;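 further: 0% = DMSO wells with enzyme and 100% = wells lacking Arfgap1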
Target sequence (Q62848 1-136 limits assumed): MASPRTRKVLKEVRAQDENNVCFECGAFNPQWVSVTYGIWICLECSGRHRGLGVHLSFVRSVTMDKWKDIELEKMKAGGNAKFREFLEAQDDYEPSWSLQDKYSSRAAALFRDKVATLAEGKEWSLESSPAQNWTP
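Assay system: Rat Arfgap1 GAP domain (His6, aa 1-136), purified enzyme | Buffer or medium: HEPES 25 mM pH 7.5, NaCl 150 mM, MgCl2, DTT | Schedule: GTP hydrolysis reaction 2 h at 25 °C | Signal: FP of antibody-bound GDP Alexa 633 tracer, ex 620/em 688 nm | Measure: Percent inhibition of Arfgap1-stimulated GTP hydrolysis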
PLCg1 inh = PLC-gamma1 (human) inhibition, primary screen | P19174 | purified PLC-gamma1, fluorogenic substrate, fluorescence | inhibition, % at 12.2 µM | 370,000 compounds, 0.84% hits | AID 720700; in the data active means inhibition above about 9.5%
Starred values were filed as active, the others as inactive; i = inactive.

KLK7 zymogen act | DDE Tn7 FP inh | ASAP1 inh | Tn6 DDE FP | ADAM10 inh | TDP2 inh | LEDGF integ inh | ADAM17 inh | ARFGAP1 inhibitor | PLCg1 inh | structure
0.6 | -3 | 1 | -3 | 3 | -4 | 1 | 0 | 2 | 0 | CCc1nc2ccccc2n1Cc1ccccc1F
0.1 | 6 | -2 | -2 | 6 | -1 | 1 | -4 | -15 | -4 | O=C(COc1ccccc1)Nc1cc(C(F)(F)F)ccc1N1CCCC1
-0.4 | 3 | 7 | 3 | -5 | -7 | -1 | -2 | -1 | 1 | CCN(CC1COc2ccccc2O1)C(=O)CN1C(=O)NC(C)(c2ccc(C)cc2)C1=O (centres undefined)
0.3 | -4 | 14 | -12 | 28* | -18 | 0 | 15* | 21 | 14* | COc1ccc(OC)c(NC(=O)COC(=O)Cc2ccc(-c3ccccc3)cc2)c1
-0.1 | 4 | -15 | -4 | -2 | 2 | -4 | -6 | 0 | 1 | O=C(NCCc1ccc(Cl)cc1Cl)c1cccnc1
0.4 | 6 | -1 | 8 | -6 | -3 | -2 | -2 | 5 | -1 | O=C(O)CC(Cc1ccc(Cl)cc1)C(=O)Nc1ccc([N+](=O)[O-])cc1 (centres undefined)
-1.2 | -1 | -5 | 4 | -95 | 9 | 1 | -33 | -9 | -9 | COc1ccc(C(=O)/C=C/c2ccc(OC)c(CN3CCOCC3)c2)cc1
0.2 | -1 | 3 | -5 | -6 | 9 | 0 | -3 | 5 | -3 | O=C(O)CC(NC(=O)Cc1ccccc1)c1cc([N+](=O)[O-])ccc1Cl (centres undefined)
-0.1 | 2 | 5 | -7 | 0 | -7 | 3 | -1 | 5 | 3 | Cc1ccc(Nc2nnc(SCC(=O)NC3CC3)s2)cc1
-0.2 | -10 | -2 | 1 | -3 | 9 | 1 | 0 | -1 | -2 | O=C(c1ccccc1F)N1CCN(c2ccccn2)CC1
0.6 | 5 | -6 | 5 | -4 | 8 | -5 | -1 | -3 | -2 | c1ccc2c(c1)CCCN2c1nc(N2CCOCC2)nc(N2CCOCC2)n1
-0.4 | 1 | 3 | 1 | -6 | -13 | 3 | -6 | 3 | -5 | COc1cccc(Nc2ncnc3c2cnn3C)c1
-4.5 | 1 | 1 | 1 | -52 | -1 | 3 | -15 | 0 | -137 | Cc1ccc(/C(O)=C2\C(=O)C(=O)N(Cc3cccnc3)C2c2ccccc2[N+](=O)[O-])cc1 (centres undefined)
-0.1 | -5 | -4 | -3 | -5 | 13 | 1 | 0 | -1 | 0 | Cc1nc(CC(C)C)cc(C(=O)N2CCCC(Nc3ccc(C)c(C)c3)C2)n1 (centres undefined)
-0.8 | -4 | -1 | -8 | -8 | -5 | -2 | 2 | 5 | -1 | CCNC(=O)CSc1nnc(-c2ccc(OC)cc2)n1CC(C)C

Some of the entries above, set out differently.
Below each compound – KLK7 zymogen act | DDE Tn7 FP inh | ASAP1 inh | Tn6 DDE FP | ADAM10 inh | TDP2 inh | LEDGF integ inh | ADAM17 inh | ARFGAP1 inhibitor | PLCg1 inh
O=C(O)CC(NC(=O)Cc1ccccc1)c1cc([N+](=O)[O-])ccc1Cl (centres undefined)
  0.2 | -1 | 3 | -5 | -6 | 9 | 0 | -3 | 5 | -3
Cc1ccc(Nc2nnc(SCC(=O)NC3CC3)s2)cc1
  -0.1 | 2 | 5 | -7 | 0 | -7 | 3 | -1 | 5 | 3

The list goes on.
KLK7 zymogen act | DDE Tn7 FP inh | ASAP1 inh | Tn6 DDE FP | ADAM10 inh | TDP2 inh | LEDGF integ inh | ADAM17 inh | ARFGAP1 inhibitor | PLCg1 inh | structure
0.0 | 0 | -2 | -3 | -8 | 16 | -1 | -4 | -6 | -1 | COc1cccc(NC(=O)CCC2CCN(C(=O)c3c(C)noc3C)CC2)c1
-0.1 | 1 | 6 | -5 | -22 | 13 | 1 | -8 | -12 | -1 | C(=N\n1cnnc1)/c1ccc2c(c1)OCCO2
0.0 | 0 | 4 | 4 | 11 | -12 | 1 | 3 | -7 | 2 | Cc1nc(Sc2cccn2C)c(C(F)(F)F)c(=O)[nH]1
-0.6 | 2 | -12 | -5 | -22 | 4 | -4 | -7 | -1 | -4 | NC(=O)c1nc(-c2ccco2)nc2c1[nH]c(=O)n2-c1ccc(Cl)c(Cl)c1
0.7 | 5 | 7 | 3 | -6 | -6 | 0 | -3 | -3 | 1 | O=C(NCc1ccco1)c1ccc(C(=O)NCc2ccco2)s1
0.1 | 1 | -11 | 6 | -4 | 1 | -2 | -6 | 10 | 1 | Clc1ccc(N2CCN(/N=C/c3cccnc3)CC2)cc1
0.1 | 1 | -10 | 0 | -2 | 3 | -2 | -3 | -8 | 1 | CCCC(=O)c1cc(F)c(N2CCN(C(=O)OCC)CC2)cc1C
-1.0 | -5 | 9 | -4 | -7 | 1 | 0 | -1 | 0 | 2 | COc1ccc(CC(=O)O/N=C(\N)c2ccccn2)cc1OC
-0.3 | 0 | -3 | 2 | 1 | 7 | -3 | -7 | -7 | 1 | CCc1ccc(-c2nn(Cc3ccccc3)cc2C(=O)NCC2CCCO2)cc1 (centres undefined)
0.0 | 3 | -6 | 3 | -2 | 5 | 2 | 0 | -11 | -6 | Cc1ccc(-c2nc3ccc(Br)cn3c2Cc2cccc(F)c2)cc1
-0.7 | 1 | -10 | -6 | 0 | -16 | -5 | 6 | -3 | -5 | COc1ccc(C)cc1NC(=O)c1cc(S(=O)(=O)N2CCCCC2)ccc1N1CCOCC1
-0.2 | 4 | -8 | 5 | 1 | -3 | 2 | 0 | 5 | 0 | Cc1cccc(C)c1NC(=O)CN(c1c(C)cccc1C)S(C)(=O)=O
-1.1 | -1 | 4 | -14 | 4 | 5 | -3 | -5 | -2 | -49 | CCN(CC)C(=O)c1ccc(Nc2nnc(C)c3ccccc23)cc1
-0.3 | 0 | -9 | 1 | -7 | 12 | -4 | -1 | 9 | 0 | Cc1ccc(SCCC(=O)OC(C)C(=O)Nc2ccccc2)cc1 (centres undefined)
0.2 | 1 | 3 | 0 | -3 | -9 | -6 | -4 | -1 | 0 | Cc1cc(C)n2nc(SCC(=O)NC(=O)c3ccccc3Cl)nc2n1
1.4 | -3 | -5 | -1 | -40 | -12 | 3 | -11 | 1 | -210 | CCCNc1nc(-c2ccccc2)c(C(=O)OCC)cc1C#N
0.1 | 4 | -1 | 1 | -2 | 1 | 0 | -1 | -4 | -4 | CCOc1cc(C(=O)N/N=C\c2cn(CC)nc2C)cc(OCC)c1OCC
0.4 | -1 | 1 | -4 | 4 | -14 | 1 | -2 | 12 | -3 | COc1cc(C(=O)Nc2nnc(C3CC3)s2)ccc1OCc1c(C)noc1C
-0.1 | -3 | -9 | -7 | 3 | 7 | 3 | 0 | -11 | 3 | CC(=O)N1CCN(c2ccc(NC(=O)c3ccc([N+](=O)[O-])cc3)cc2)CC1
0.7 | 2 | -13 | 3 | 5 | 11 | 2 | -1 | -5 | -2 | Cc1ccccc1OCC(=O)N(CC(C)C)c1c(N)n(CC(C)C)c(=O)[nH]c1=O
-0.1 | 5 | -6 | 5 | 5 | -1 | -2 | -3 | -10 | -1 | N/C(=N\OC(=O)CC1CCCCC1)c1ccc(Cl)cc1
-0.6 | 0 | -6 | 6 | -2 | 7 | -5 | -2 | -3 | 4 | COc1ccc(C2=CSC3=NCCN23)cc1Cl
-0.4 | 1 | -10 | -1 | 11 | -2 | -1 | 0 | 13 | 2 | Cc1cccc(CCNC(=O)CCS(=O)(=O)c2ccc(Br)cc2)c1
-2.1 | 0 | 5 | -1 | -43 | 1 | 2 | -14 | -1 | -52 | C=CCn1c(=NC(=O)c2cc(Cl)sc2Cl)sc2cc(S(N)(=O)=O)ccc21
-0.3 | -4 | -22 | 7 | -4 | 1 | 1 | -1 | 1 | -1 | Cc1nc(NCCCN2CCOCC2)c2cnn(-c3ccccc3)c2n1
-0.7 | 1 | 7 | 2 | -15 | 4 | -2 | -3 | 3 | 0 | Cc1cccc(-c2ccc3c(c2)C2CC3CCN2C)c1 (centres undefined)
1.7 | 0 | -7 | 2 | -6 | 0 | -3 | 0 | -8 | 2 | COc1cc(OC)cc(C(=O)Nc2ccc(S(=O)(=O)Nc3ccccn3)cc2)c1
-0.6 | -5 | -5 | 1 | -40 | 1 | 0 | -15 | 9 | -5 | C/C=C/c1cnc2c(c1)C(=O)N([C@H](C)CO)C[C@@H](C)[C@@H](CN(C)C(=O)NC1CCCC1)O2
-1.6 | 1 | 10 | 6 | -24 | 7 | 1 | -11 | -11 | i | COc1ccc(-c2nc3ccccc3s2)cc1O
-0.5 | -5 | 5 | -1 | -6 | 2 | 2 | -3 | -7 | -2 | CNC(=O)c1sc(-c2ccc(Cl)cc2)nc1C
-0.4 | 6 | -14 | 2 | 13 | 4 | 0 | 5 | -1 | -1 | O=C(CCCOc1ccc(Cl)cc1Cl)N1CCCc2ccccc21
0.1 | 6 | 7 | 0 | 4 | 1 | 1 | -3 | 4 | 1 | Nc1cc(S(=O)(=O)N2CCOCC2)ccc1Oc1ccc(F)cc1
-0.5 | -6 | 9 | -5 | 0 | 9 | 4 | -4 | 3 | -4 | O=C(Cn1nnc2ccccc2c1=O)Nc1ccc(S(=O)(=O)N2CCOCC2)cc1

Profiles as entered above. Values in the order: KLK7 zymogen act, DDE Tn7 FP inh, ASAP1 inh, Tn6 DDE FP, ADAM10 inh, TDP2 inh, LEDGF integ inh, ADAM17 inh, ARFGAP1 inhibitor, PLCg1 inh
`Cc1nc(NCCCN2CCOCC2)c2cnn(-c3ccccc3)c2n1` is listed with -0.3, -4, -22, 7, -4, 1, 1, -1, 1, -1
`O=C(CCCOc1ccc(Cl)cc1Cl)N1CCCc2ccccc21` is listed with -0.4, 6, -14, 2, 13, 4, 0, 5, -1, -1
`C=CCn1c(=NC(=O)c2cc(Cl)sc2Cl)sc2cc(S(N)(=O)=O)ccc21` is listed with -2.1, 0, 5, -1, -43, 1, 2, -14, -1, -52
`C/C=C/c1cnc2c(c1)C(=O)N([C@H](C)CO)C[C@@H](C)[C@@H](CN(C)C(=O)NC1CCCC1)O2` is listed with -0.6, -5, -5, 1, -40, 1, 0, -15, 9, -5

Compounds as they come; overall some 4.2% were active at least once.
